High-throughput results as filed in PubChem.
AddAB inh: growth inhibition of E. coli expressing H. pylori AddAB, primary screen, AddAB inhibitor project, absorbance; inhibition, % at 11.9 µM; hit rate 0.29% among 330,000; AID 435030, 2010; in the data active means inhibition above about 12%;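 further: 0% = vehicle wells of infected cells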
DSG3 Ab inh: inhibitors of pemphigus antibody binding to DSG3, primary screen, biochemical, bead-based, flow cytometry, scFv-GFP | Desmoglein-3 (Homo sapiens), P32926 | DSG3-coupled beads, scFv-anti-DSG3-GFP binding; hits give low values | binding (percent of control), % at 10 µM | hit rate 0.48% among 310,000 | AID 588358, 2011;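 active means binding more than 3 SD below its plate's average and above zero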;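 further: hits lower antibody fragment binding to DSG3; some compounds called inactive have numbers as strong as hits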
Target sequence (P32926 whole entry, looked up, the tested form may be a part): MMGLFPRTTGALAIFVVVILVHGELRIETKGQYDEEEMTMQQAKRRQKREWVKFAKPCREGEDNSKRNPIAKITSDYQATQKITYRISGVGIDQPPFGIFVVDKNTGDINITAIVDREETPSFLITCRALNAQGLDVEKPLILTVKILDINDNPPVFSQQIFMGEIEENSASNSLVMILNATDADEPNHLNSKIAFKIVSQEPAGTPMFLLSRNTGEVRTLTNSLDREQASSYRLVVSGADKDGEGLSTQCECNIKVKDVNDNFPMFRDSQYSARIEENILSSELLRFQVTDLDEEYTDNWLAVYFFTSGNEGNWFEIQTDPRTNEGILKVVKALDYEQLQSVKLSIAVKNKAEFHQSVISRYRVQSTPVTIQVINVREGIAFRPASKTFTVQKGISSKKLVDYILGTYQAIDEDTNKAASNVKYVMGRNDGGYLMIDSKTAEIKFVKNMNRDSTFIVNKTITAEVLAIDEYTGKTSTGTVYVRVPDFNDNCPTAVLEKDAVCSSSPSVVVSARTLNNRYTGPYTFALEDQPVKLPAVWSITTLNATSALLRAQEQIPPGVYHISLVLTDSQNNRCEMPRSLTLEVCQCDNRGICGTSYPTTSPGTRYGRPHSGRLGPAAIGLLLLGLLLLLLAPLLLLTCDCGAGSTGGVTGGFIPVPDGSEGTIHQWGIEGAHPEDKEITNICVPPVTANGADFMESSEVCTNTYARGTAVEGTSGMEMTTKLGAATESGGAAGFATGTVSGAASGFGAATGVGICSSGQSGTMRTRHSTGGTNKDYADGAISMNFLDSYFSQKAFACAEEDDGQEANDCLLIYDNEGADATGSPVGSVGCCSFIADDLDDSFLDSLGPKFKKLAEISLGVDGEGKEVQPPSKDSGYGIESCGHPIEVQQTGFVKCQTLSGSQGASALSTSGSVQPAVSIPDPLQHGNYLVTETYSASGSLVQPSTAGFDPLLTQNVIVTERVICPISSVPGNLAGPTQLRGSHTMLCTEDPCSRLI
MOR-DOR ag: agonists of OPRM1-OPRD1 heterodimerization, primary screen, cell-based, luminescence; hit rate 0.3% among 340,000; activation, % at 9.3 µM; cells; AID 504326, 2011; Mu-type opioid receptor (Homo sapiens) + Delta-type opioid receptor (Homo sapiens), …; in the data active means activation above about 18%;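 further: 0% = vehicle-treated cells and 100% = reference agonist; values of inactives mirror those of a sister screen read the other way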
PKA-R1A activ: activators of PKA-R1A holoenzyme, primary screen, biochemical, fluorescence polarization, Cy5-IP20, bovine R1A, mouse PKAc; AID 504707, 2011; activation, % at 11.4 µM; hit rate 0.083% among 340,000; cAMP-dependent protein kinase type I-alpha regulatory subunit (Bos taurus) + …; PKA-R1A dissociation; scaled: DMSO 0%, 113 µM cGMP 100%;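 active means percent activation above the mean of all tested compounds plus 3 SD, cut at about 19% in these data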;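 further: higher means more PKAc released from R1A so a rise in polarization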
MOR-DOR inv ag: inverse agonists of MOR-DOR heterodimerization, primary screen, cell-based, luminescence; Mu-type opioid receptor (Homo sapiens) + Delta-type opioid receptor (Homo sapiens), …; cell-based MOR-DOR heterodimer luminescence, inverse agonism; inhibition, % at 9.3 µM; hit rate 0.21% among 340,000; AID 504357, 2011; in the data active means inhibition above about 22%, passing the limit was not always enough;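 further: 0% = cells with DMSO and 100% = wells without cells with DMSO; values of inactives mirror those of a sister screen read the other way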
Tat transport: E. coli Tat export inhibitors, primary screen, MC4100, TorA-mCherry reporter, fluorescence, single point; hit rate 0.036% among 340,000; AID 488895, 2010; inhibition, % at 10 µM;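 active means mean replicate inhibition at least 50% and at least half of replicates individually reaching 50%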;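 further: exported cargo escapes ClpAP degradation while cytoplasmic cargo is degraded and loses fluorescence; 0% = median of neutral control wells and 100% = median of NaSCN control wells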
Mot1-301 SUMO: yeast Mot1-301 growth rescue at high temperature, primary screen, SUMOylation pathway inhibitor project, S. cerevisiae, ATP luminescence, 38.5C; S. cerevisiae Mot1-301 growth rescue; percent above DMSO median, 100 means doubled; growth rescue, % at 18.8 µM; hit rate 1% among 320,000;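 active means every valid replicate shows activation above 250% relative to neutral control wells; inactive means the rest, any valid replicate at or below 250%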;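 further: OY570 slx delta 5 strain wells were the positive control but not used for scaling; some compounds called inactive have numbers as strong as hits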
Arrestin-AP2 inh: inhibitors of beta-arrestin/AP2 binding, primary screen, biochemical, GPCR trafficking, flow cytometry; FITC-arrestin peptide / GST-AP2 beads; AP2 beta2 appendage carries R879A mutation; hit rate 0.31% among 340,000; inhibition, % at 10 µM; beta-arrestin 1 C-terminal peptide binding to AP2 beta2-adaptin appendage (human);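 active means inhibition above a set limit, near 3 SD of compounds lacking own fluorescence, cut at about 54% in these data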;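 further: plate controls were DMSO wells for no effect and 5 µM unlabelled arrestin peptide for full effect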
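System: GST-AP2 R879A glutathione beads. Medium: PBS with 0.05% Tween 20 and 0.1% BSA. Also added: FITC-arrestin peptide, 50 nM. Incubation: 12 min plus 1 h, RT. Measured by: high-throughput flow cytometry of beads, ex 488, em 535 nm. Evaluation: percent drop in bead-associated FITC signal.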
Ecoli viability: E. coli V3065 growth inhibition, primary screen, counter-screen for AddAB inhibitor project, absorbance, OD600; 18 h; inhibition, % at 11.9 µM; hit rate 0.27% among 330,000; AID 449728, 2010;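 active means inhibition above the campaign's mean inhibition across all tested compounds plus 3 SD, cut at about 9.9% in these data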;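 further: uninfected addAB+ strain grown without phage in ampicillin broth; 0% = DMSO wells and 100% = ciprofloxacin 0.95 µg/ml wells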
phage Ecoli inh: growth loss of phage-infected E. coli, primary screen, RecBCD inhibitor project, absorbance, with phage, HTS; inhibition, % at 11.9 µM; hit rate 0.26% among 360,000; AID 651602, 2012; in the data active means inhibition above about 11%
PfHsp90 yeast 2: growth inhibition of PfHsp90-expressing yeast, primary screen, antimalarial PfHsp90 inhibitor project, S. cerevisiae, BacTiter-Glo luminescence, single point, set 2. inhibition, % at 9.4 µM. hit rate 0.32% among 310,000. BacTiter-Glo ATP, 48 h; yeast lacking PDR1 and PDR3 efflux regulators;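 active means every replicate shows inhibition above about 80%, whatever the replicate mean, limit read from the data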;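 further: 0% = DMSO neutral controls and 100% = 20 µM radicicol positive controls; yeast relying on Plasmodium falciparum Hsp90 in place of its own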
* hit, by the source's call; . = not tested or not shown. Compounds as they come; 2.8% or so of the library scored in one or more.

SMILES | AddAB inh | DSG3 Ab inh | MOR-DOR ag | PKA-R1A activ | MOR-DOR inv ag | Tat transport | Mot1-301 SUMO | Arrestin-AP2 inh | Ecoli viability | phage Ecoli inh | PfHsp90 yeast 2
O=C(NCCN1CCCC1)c1ccc2c(c1)N(Cc1ccc(F)cc1)C(=O)c1ccccc1S2=O (stereo unspecified) | -2.3 | 108 | 0.1 | -6 | -1 | -5 | 1 | 0 | -2.0 | 1.3 | 8
C=C(C)c1cccc(C(C)(C)NC(=O)N2CCOCC2)c1 | 1.0 | 93 | -0.8 | 8 | 5 | 2 | -16 | -2 | -0.5 | 2.8 | -9
CCC(C)(C)n1nnnc1C(c1ccc(C)cc1)N(Cc1ccco1)Cc1cccs1 (stereo unspecified) | 2.2 | 104 | -0.7 | 0 | 4 | -3 | -5 | 0 | 1.1 | 0.3 | -1
Nc1cccc2c(=O)c3ccccc3[nH]c12 | 5.7 | . | 4.4 | -3 | -33 | -31 | 599 | 10 | 3.6 | 5.3 | -20
Cc1ccc(C(=O)NC(=S)NCc2cccnc2)cc1C | 2.1 | 106 | -1.3 | -13 | 7 | -2 | 439 | 10 | 6.2 | 3.6 | 18
O=C(c1ccc2c(c1)OCCO2)C1CCN(S(=O)(=O)c2ccc(F)cc2)CC1 | 0.9 | 103 | 0.3 | -12 | -2 | 8 | 18 | 13 | -2.3 | 1.3 | -6
COc1ccc2nc(NC(=O)C3CCCN(S(=O)(=O)c4cccc5nonc45)C3)sc2c1 (stereo unspecified) | 2.6 | 102 | 0.9 | -8 | -4 | -8 | 43 | 6 | 0.2 | 0.9 | -3
Nc1nc(NCc2ccco2)nc(Nc2ccccc2)c1[N+](=O)[O-] | 3.6 | 114 | 2.4 | 0 | -12 | 12 | -12 | 10 | -1.9 | 2.1 | 8
COC(=O)c1ccc(C(=O)OC)c(NS(C)(=O)=O)c1 | 0.6 | 97 | -3.1 | -10 | 17 | -7 | -1 | -1 | 2.0 | 4.5 | .
O=c1cc(N2CCN(c3ccccc3)CC2)[nH]c(=O)n1C1CCCCC1 | 4.9 | 107 | -2.2 | -6 | 11 | 3 | 11 | -79 | 3.4 | 0.4 | -1
COc1ccc(C(=O)Nc2nnc(-c3cccs3)s2)cc1 | 2.4 | 98 | -0.6 | -11 | 4 | 2 | 9 | 11 | -1.5 | 3.3 | 33
O=C(Cn1cccc1C(=O)c1ccccc1)NCc1cccc(Cl)c1 | -0.7 | 100 | -1.1 | 7 | 5 | -3 | -8 | 7 | 2.2 | 1.4 | -18
Cc1ccc(OC(F)F)c(NC(=O)Nc2ccc3c(c2)OCO3)c1 | -0.8 | 111 | -2.4 | 8 | 8 | 2 | 2 | 0 | 1.2 | 1.2 | 0
COc1ccc(N(CC(=O)NCc2ccco2)S(=O)(=O)c2ccc(OC)c(OC)c2)cc1 | -0.7 | 105 | -2.0 | -7 | 11 | -6 | -5 | 3 | -0.9 | -0.6 | -23
N#Cc1cccc(NS(=O)(=O)c2ccc(S(=O)(=O)N3CCOCC3)cc2)c1 | 0.3 | 90 | -3.8 | 0 | 16 | -6 | 5 | -5 | -0.5 | 2.2 | .
Cc1ccccc1NS(=O)(=O)c1ccc(C2CNC(=O)C2)cc1 (stereo unspecified) | -0.8 | 101 | -1.1 | -14 | 6 | -4 | 112 | 0 | 0.2 | 3.2 | -32
COc1ccc(NC(C)=O)cc1C | 0.9 | 84 | -2.9 | -2 | 14 | -3 | 300 | -6 | 2.3 | 1.7 | -16
CCC(CC)N=C1NS(=O)(=O)c2cc([N+](=O)[O-])ccc21 | 1.0 | 75 | 8.8 | 7 | -51 | -4 | -13 | 20 | 2.6 | 2.0 | -10
COc1cccc(/C=N/NC(=O)c2nc(-c3ccccc3)cc(-c3ccccc3)n2)c1 | 1.1 | . | -2.6 | -3 | 11 | 0 | 7 | -5 | -2.9 | 2.8 | 30
O=C(N/C(=C/c1ccco1)C(=O)N1CCOCC1)c1ccccc1Br | 1.6 | 91 | -0.7 | 8 | 3 | -5 | 14 | 23 | 1.2 | 1.8 | 4
COCCCNC(CC(=O)Nc1ccc(OC)cc1OC)C(=O)O (stereo unspecified) | 0.9 | 97 | -2.1 | -3 | 12 | 8 | -2 | -4 | -0.1 | 2.8 | -21
CC(C)CC(OC(=O)CC1Sc2ccccc2NC1=O)C(=O)NC1CCCC1 (stereo unspecified) | 5.7 | 99 | 0.0 | 7 | 0 | 1 | 19 | 1 | 2.1 | 1.1 | -20
O=C(O)c1ccccc1N1C(=O)C2C3c4ccccc4C(Br)(c4ccccc43)C2C1=O (stereo unspecified) | 1.2 | 103 | -2.3 | -1 | 12 | 13 | . | -19 | 0.9 | 2.3 | -24
CCOc1ccc(S(=O)(=O)N2CCC(C(=O)Nc3cccc(NC(C)=O)c3)CC2)cc1 | 1.7 | 103 | 3.1 | -7 | -25 | 6 | 3 | -3 | 1.8 | -0.6 | -7
Cc1cc(=O)[nH]c2c(C)cc(S(=O)(=O)N3CCOCC3)cc12 | -0.3 | 110 | 2.2 | 2 | -12 | 6 | 151 | -8 | 2.2 | 4.1 | 15
Cc1ccc(NC(=O)C2CCN(S(=O)(=O)c3cccs3)CC2)cc1C | 1.8 | 107 | 3.1 | -4 | -18 | 0 | . | 17 | 3.1 | . | -8
Cc1cccc(NC(=O)CN2C(=O)COc3ccc(Cl)cc32)c1C | 4.0 | 108 | -3.9 | 4 | 20 | -1 | 68 | 6 | -3.5 | 2.7 | -25
CC1CCCC(NC(=O)c2cc(S(=O)(=O)N3CCOCC3)ccc2F)C1C (stereo unspecified) | 2.9 | 99 | -0.9 | 6 | 5 | -5 | -19 | -9 | 0.0 | 1.3 | 8
Cc1nn(-c2ccccc2)c(C)c1S(=O)(=O)O | 0.3 | 106 | -2.7 | -10 | 13 | 9 | -2 | 5 | 1.1 | 3.2 | -11
CCOc1ccc(C(NC(=O)/C=C/c2ccco2)c2ccc(OC)c(OC)c2)cc1 (stereo unspecified) | 1.3 | 116 | -2.9 | -6 | 15 | 13 | 167 | 9 | 1.5 | 3.0 | -17
O=C(COC(=O)c1ccccc1C(=O)OCC(=O)NCCc1c[nH]c2ccccc12)NCCc1c[nH]c2ccccc12 | -1.6 | 103 | -2.5 | 10 | 15 | -17 | -8 | 19 | -0.6 | 1.1 | -15
C=CCn1c(O)c(N=NC(=S)Nc2ccc(OC)c(Cl)c2)c2ccccc21 | -0.5 | 113 | 3.5 | 3 | -19 | -7 | 8 | 2 | -4.7 | 0.3 | -57
CCC(CO)NCc1ccc(OC2CCCC2)cc1 (stereo unspecified) | -0.9 | 105 | -1.0 | 7 | 5 | -1 | -1 | 5 | 0.1 | 3.6 | -1
O=C(c1ccsc1)N1CCCC(N2CCN(c3ccccc3F)CC2)C1 (stereo unspecified) | -0.9 | 100 | -1.4 | -15 | 9 | -9 | -6 | -7 | 0.3 | 2.0 | 13
CCOC(=O)CSc1nc(C2CC2)cc(-c2ccc(Cl)cc2)c1C#N | 2.9 | 101 | -0.9 | -2 | 4 | 6 | 8 | 0 | 2.7 | 6.6 | -26
COc1ccc(C)cc1S(=O)(=O)Nc1cccnc1 | 2.8 | 105 | -3.1 | -14 | 16 | 4 | -12 | 4 | 0.0 | 1.2 | .
O=C(O)c1ccc(-n2c(/C=C/c3cccc([N+](=O)[O-])c3)nc3ccccc3c2=O)cc1 | 0.9 | 91 | -2.9 | -11 | 16 | -3 | 4 | 26 | -1.5 | 1.3 | -1
O=C(Cc1ccccn1)c1ccc(Cl)cc1 | 2.8 | 98 | 0.5 | 10 | -3 | 0 | -26 | -1 | 0.0 | 2.5 | -40
O=c1c2ccccc2c(/C=N/NS(=O)(=O)c2ccccc2)c(O)n1-c1ccccn1 | -0.5 | 116 | -2.9 | -7 | 14 | 7 | 10 | 7 | -1.6 | 2.9 | 0
Cc1ccnc(NS(=O)(=O)c2ccc(NC(=O)c3ccc(S(=O)(=O)N4CC(C)OC(C)C4)cc3)cc2)n1 (stereo unspecified) | 1.4 | 96 | 0.6 | 2 | -3 | -5 | -11 | 0 | 1.5 | 6.1 | 6
CCSC1=N/C(=C\c2ccc(C(=O)O)cc2)C(=O)S1 | -0.1 | 95 | 0.1 | -9 | -1 | -5 | 1 | -6 | 0.3 | 2.5 | -13
OC(CN1C2=NCCN2c2ccccc21)c1ccc2c(c1)OCO2 (stereo unspecified) | -0.2 | 98 | -3.1 | -14 | 17 | -4 | 4 | -2 | -1.4 | 3.0 | 7
CN(C(=O)Nc1ccccc1)C1CCCCC1 | 3.6 | 109 | -2.4 | -4 | 13 | -1 | 0 | -17 | 3.5 | 3.0 | -18
OC(CCc1ccncc1)c1ccccc1 (stereo unspecified) | 2.4 | 94 | -0.8 | -9 | 3 | -9 | -3 | -10 | 1.8 | 1.5 | -5
CC(C)(C)[C@@H]1C=C(C(=O)NC2CC2)O[C@H](OCc2ccc(CO)cc2)C1 | 0.3 | 93 | -0.5 | -6 | 3 | -11 | -15 | 1 | 0.7 | 3.6 | -15
CN(C)S(=O)(=O)c1ccc(S(=O)(=O)N2CCCC(C(=O)NC3CCCC3)C2)cc1 (stereo unspecified) | 1.3 | . | -0.2 | -3 | 1 | 28 | 8 | -1 | -1.3 | 0.6 | -3

A second format for part of the listing above:
canonical_smiles	AddAB inh	DSG3 Ab inh	MOR-DOR ag	PKA-R1A activ	MOR-DOR inv ag	Tat transport	Mot1-301 SUMO	Arrestin-AP2 inh	Ecoli viability	phage Ecoli inh	PfHsp90 yeast 2
O=C(O)c1ccc(-n2c(/C=C/c3cccc([N+](=O)[O-])c3)nc3ccccc3c2=O)cc1	0.9	91	-2.9	-11	16	-3	4	26	-1.5	1.3	-1
O=C(Cc1ccccn1)c1ccc(Cl)cc1	2.8	98	0.5	10	-3	0	-26	-1	0.0	2.5	-40
O=c1c2ccccc2c(/C=N/NS(=O)(=O)c2ccccc2)c(O)n1-c1ccccn1	-0.5	116	-2.9	-7	14	7	10	7	-1.6	2.9	0
